TNAP inh noacc – TNAP (human) inhibition, acceptor-free conditions; P05186; purified TNAP, CDP-star luminescence, 30 min; inhibition, % at 20 µM; 200,000 tested, 0.26% active;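 active = tissue-nonspecific alkaline phosphatase inhibition above about 50% at 20 µM in the single-dose screen, limit read from the data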;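 note: 0% = DMSO negative control and 100% = EDTA positive control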
Target sequence (P05186 whole entry, looked up): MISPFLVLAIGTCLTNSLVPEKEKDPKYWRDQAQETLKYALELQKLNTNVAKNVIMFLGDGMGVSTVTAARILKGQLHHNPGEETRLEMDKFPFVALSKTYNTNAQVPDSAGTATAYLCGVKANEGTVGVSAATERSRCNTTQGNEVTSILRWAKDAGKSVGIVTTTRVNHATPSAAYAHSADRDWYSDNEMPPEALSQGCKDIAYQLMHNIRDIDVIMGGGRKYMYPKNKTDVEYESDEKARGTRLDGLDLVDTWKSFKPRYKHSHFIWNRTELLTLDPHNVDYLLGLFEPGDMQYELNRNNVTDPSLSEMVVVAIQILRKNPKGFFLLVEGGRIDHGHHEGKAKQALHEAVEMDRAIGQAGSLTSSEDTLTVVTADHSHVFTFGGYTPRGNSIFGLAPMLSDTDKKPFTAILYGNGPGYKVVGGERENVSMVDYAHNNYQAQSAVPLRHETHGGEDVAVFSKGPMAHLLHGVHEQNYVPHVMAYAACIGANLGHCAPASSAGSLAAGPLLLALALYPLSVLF
TNAP inh hi DEA – inhibitors of human TNAP at high phosphate acceptor concentration | AID 1135 | P05186 | purified TNAP, CDP-star luminescence, 1 M DEA | 200,000 tested, 0.03% active | inhibition, % at 20 µM;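 active = over 50% inhibition of tissue-nonspecific alkaline phosphatase at 20 µM in the single-dose screen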;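 note: plate controls were DMSO wells for no effect and EDTA-quenched wells as full inhibition for full effect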
bIAP act – increases bovine intestinal alkaline phosphatase activity | activation factor at 20 µM | purified bovine IAP, CDP-star luminescence, 30 min; stronger effect = higher value; fold of DMSO-control signal, blank-subtracted | 200,000 tested, 0.17% active;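 active = activation factor of 2 or more at 20 µM, a signal rise over negative controls twice the positive control's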
FLuc stim CS – affects firefly luciferase, flagging false hits in luciferase stimulation screens | ATPlite luciferase biochemical, luminescence, 10 min; 0 = ATP-free wells, 1 = DMSO control | activation factor at 10 µM | 200,000 tested, under 10 active | AID 1027;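 active = luciferase activation factor, scaled between plate controls, of at least 2 with compound at 10 µM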
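Assay system – cell-free luciferase reagent · Medium – PBS-based ATP solution · Dosing – test compounds dosed from 2 mM stocks in 100% DMSO · Timing – 10 min, room temperature · Technique – light output (luminescence) · Measure – luminescence gain marking luciferase activators · Controls – No-ATP low control, compound-free enzyme-plus-ATP high control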
FLuc inhib CS – Photinus pyralis luciferase inhibition counter-screen; ATPLite firefly luciferase biochemical luminescence, 10 min; 200,000 tested, 1.5% active; P08659; inhibition, % at 10 µM;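 active = inhibition above about 50% when tested at 10 µM, limit read from the data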
RAM inhibit – blocks the yeast RAM network | S. cerevisiae dse1pr::URA3 reporter, 5-FOA growth OD615, 2 d; analog-sensitive cbk1-as2 kinase mutant strain | inhibition, % at 50 µM | 190,000 tested, 1.8% active | AID 868;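 active = inhibition above a set limit, 3 SD over mean compound inhibition, cut at about 8.4% in these data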;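 note: 0% = DMSO-only wells with no growth and 100% = 10 µM 1-NA-PP1 full growth; inhibition rescues growth on 5-FOA so higher OD means more RAM inhibition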
TNAP act hiacc – activators of human TNAP at high phosphate acceptor concentration; purified TNAP, CDP-star luminescence, 1 M DEA, 30 min; stronger effect = higher value; 0 = EDTA background, 1 = DMSO-only activity; activation factor at 20 µM; P05186; 200,000 tested, under 10 active;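 active = activation factor at least 2 at 20 µM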
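system = human TNAP | amount = enzyme diluted 1/800 final | reagent = 100 µM CDP-star substrate | signal = luminescent substrate turnover signal | dosing = one dose, 20 µM | benchmarks = EDTA negative control, DMSO positive control | measure = activation factor | timing = 30 min reaction, room temperature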
L major viab – reduces viability of Leishmania major promastigotes; resazurin fluorescence viability; inhibition, % at 10 µM; 200,000 tested, 9% active; AID 1063; in the data active = inhibition above about 50%;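 note: promastigotes grown with compound for 44 hours at 28 °C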
APP transl inh – APP translation inhibition. SH-SY5Y APP 5'UTR-luciferase reporter, luminescence. inhibition, % at 2 µM. 190,000 tested, 0.82% active. AID 1285;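 active = inhibition above a set limit, derived from the sample mean plus 3 SD, cut at about 45% in these data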; note: values of inactives mirror those of a sister screen read the other way
bIAP inh – intestinal alkaline phosphatase (bovine) inhibition | purified bovine IAP, CDP-star luminescence, 30 min | inhibition, % at 20 µM | 190,000 tested, under 10 active;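 active = over 50% inhibition of intestinal alkaline phosphatase at 20 µM in the single-dose screen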
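System: purified bovine intestinal alkaline phosphatase (IAP) enzyme; Input: IAP diluted 1/65,000,000 in the well; Measured by: CDP-star luminescence signal; Compound dosing: 20 µM single dose; Incubation: 30 min reaction at room temperature.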
The depositor's hits bear a star; . = not tested or not shown.

Fields – FLuc stim CS	RAM inhibit	TNAP inh hi DEA	bIAP act	L major viab	TNAP act hiacc	APP transl inh	bIAP inh	FLuc inhib CS	TNAP inh noacc
O=C(CN1CCCCC1)NN(Cc1ccccc1)c1ccccc1
 : 1.1	0.2	-6	0.9	26	1.1	5	8	-6	-13
COc1cc2c(cc1NC(=O)C(C)N1CCN(S(=O)(=O)c3ccccc3[N+](=O)[O-])CC1)oc1ccccc12 (stereo not given)
 : 1	2.8	-2	1	5	1	93*	4	-1	-14
Cc1cccn2cc(COc3cccc([N+](=O)[O-])c3)nc12
 : 1	1.2	-7	0.8	15	1.1	-22	18	-1	-9
CN(C)S(=O)(=O)c1ccc2oc(SCC(=O)NCC(F)(F)F)nc2c1
 : 1	1.6	-3	1	-4	1	28	0	2	-7
CCCCn1c(NS(=O)(=O)c2ccc(C)cc2)c(S(=O)(=O)c2ccccc2)c2nc3ccccc3nc21
 : 1.1	12*	2	1	-4	1	-24	-4	-11	3
COc1cc2nc(CN(CCC(C)C)Cc3nc4cc(OC)c(OC)cc4c(=O)[nH]3)[nH]c(=O)c2cc1OC
 : 1.1	1.6	-4	1.4	6	1	-6	-38	-5	-17
CCOc1ncccc1C(=O)Nc1cccc(C(=O)Nc2cccc(S(=O)(=O)CCO)c2)c1
 : 1.1	1.3	-4	1	7	1	1	4	-9	-5
O=C(NC12CC3CC(CC(C3)C1)C2)c1cnccn1
 : 1	0.9	-6	0.9	-3	1.1	0	12	-2	-8
CC(C)CC(=O)NC(=S)Nc1ccc(S(=O)(=O)N2CCN(C)CC2)cc1
 : 1	-0.3	-1	1	67*	1	9	2	-3	-6
NNC(=S)NCc1ccc2c(c1)OCO2
 : 1	0.5	0	1.2	-8	1	-16	-19	-2	-9
CCOC(=O)c1ccc(-n2c(C)nc3c(cnn3-c3ccccc3Cl)c2=O)cc1
 : 1.1	1.1	-5	1	0	1.1	-3	-2	-11	-2
CCOC(=O)c1c(C)[nH]c(C(=O)Cn2c(=O)c3c(ncn3CC)n(Cc3ccccc3)c2=O)c1C
 : 1.1	5.6	-4	1	13	1	7	5	-6	-10
COc1ccc(S(=O)(=O)N2CCC(C(=O)NCC3CCCO3)CC2)cc1OC (stereo not given)
 : 1	6.2	-3	0.6	0	1	11	40	-5	-9
C/C(N)=C(/C#N)C(=O)COC(=O)CNS(=O)(=O)c1c(F)cccc1F
 : 1	2.1	-2	1.1	1	1	-9	-12	-3	-92
C=CCN(C(=O)CNC(=O)c1ccco1)C(C(=O)NC1CCCCC1)c1ccc(OC)cc1OC (stereo not given)
 : 1	-1.1	-8	1.1	-2	1.1	0	-7	-3	-10
COc1ccc(-c2[nH]ncc2CN(C)Cc2cccnc2)c(OC)c1
 : 1.1	1.1	-6	0.9	-1	1.1	1	12	-8	0
COC(=O)n1ccc(C(=O)Nc2ccccc2F)n1
 : 1	-0.5	-3	0.9	0	1	-20	8	-2	-11
Cc1cc([N+](=O)[O-])nn1Cc1ccccc1F
 : 1.1	-0.1	-5	1	2	1.1	9	0	-8	-2
Cc1ccc(C)c(OCC(=O)Nc2ccc(S(=O)(=O)Nc3ccccn3)cc2)c1
 : 1.1	3.0	-5	0.9	-3	1.1	-4	12	-8	-7
CC1=NN(C(=O)COc2ccccc2)C(O)(c2ccccc2)C1 (stereo not given)
 : 1.1	-0.1	2	1	-1	1	.	-2	-6	-5
O=C(c1ccc2snnc2c1)N1CCCCC1
 : 1.1	0.9	1	1	-5	1	-8	3	-7	-7
CC(=O)CC1(O)C(=O)N(CN2CCN(c3ccccc3)CC2)c2ccccc21 (stereo not given)
 : 1	0.9	-6	0.9	-6	1.1	-8	7	-4	-13
Cc1ccc(Cn2ccc(NC(=O)c3cc(CC(C)C)on3)n2)cc1
 : 1.1	1.1	-2	0.7	35	1	-13	31	-6	-10
COC1=C(Nc2ccc(OC)cc2)C(=O)c2ccccc2C1=O
 : 0.8	4.1	17	0.8	69*	0.8	-11	20	21	21
O=C(Nc1nnc(C2CCCC2)s1)C1CCC1
 : 1	1.4	-6	1	-2	1.1	-1	3	0	-11
O=C(CSCc1ccc(Cl)cc1)Nc1ccc(S(=O)(=O)N2CCOCC2)cc1
 : 1.1	3.0	-4	0.9	88*	1	-10	8	-8	-4
Cc1cccc2cc(CN(CCCN3CCOCC3)Cc3nnnn3C(C)(C)C)c(=O)[nH]c12
 : 1.1	-0.6	-2	1	-5	1	11	2	-7	-4
O=C(c1ccccc1Cl)N1CCC(O)(c2cccnc2)CC1
 : 1	3.0	-2	0.9	-7	1	13	7	0	-32
CSc1ccc(/C=C/c2cc(=O)c3ccccc3[nH]2)cc1
 : 1	2.6	-6	0.9	13	1.1	-52	10	1	-6
Cc1nc2ccc(NC(=O)Cc3ccc4c(c3)OCCO4)cc2s1
 : 1	-1.0	1	1	-3	1	-15	-2	0	0
COC(=O)Cn1c(=NC(=O)c2nc3ccccc3s2)sc2cc(S(C)(=O)=O)ccc21
 : 1.1	0.8	2	0.9	-1	1	5	6	-5	-4
CN(Cc1ccccc1)Cc1nc2c(c(=O)n(C)c(=O)n2C)n1Cc1ccc(Cl)cc1
 : 1.1	1.2	-2	1	33	1	-9	-1	-8	-9
CC(=O)Nc1ccc(C(=O)Nc2cc(C(F)(F)F)ccc2-n2cnc3ccccc32)cc1
 : 1	1.2	-6	1.1	1	1.1	-8	-6	1	-10
O=C(N1CCCC1)N1CCN(c2ncnc3c(-c4ccc(Cl)cc4)nsc23)CC1
 : 1	.	-9	0.9	.	1.1	.	8	-4	-10
O=C(Nc1cc(S(=O)(=O)N2CCOCC2)ccc1N1CCOCC1)c1cn2ccccc2n1
 : 1	2.8	2	1.1	4	1	-4	-14	-1	-1
CCOC(=O)c1c(NC(=O)CSc2nnc(CN3CCOCC3)n2C)sc2c1CCCC2
 : 1	0.3	1	1.1	9	1	-11	-9	-3	-7
COc1ccc(Nc2nc(N)nc(SCc3nnc(C)s3)n2)cc1
 : 1	1.3	-4	0.9	-1	1	-43	12	3	-11
CCC1(C)N=c2c(c(=O)n(C)c(=O)n2C)=NO1 (stereo not given)
 : 1	1.0	-8	1	0	1.1	8	3	-4	-10
Cc1ccc(C)c(SCc2noc(C(=O)NC(C)C)c2C(=O)O)c1
 : 1	1.0	0	1	-2	1	-3	4	-4	-7
COC(=O)c1c(C(=O)OC)c2n(c1C)Cc1ccccc1C2
 : 1.1	1.0	-7	0.8	-6	1.1	0	15	-10	-3
CCOC(=O)c1sc(NC(=O)C(C)Sc2nc(N)cc(=O)[nH]2)nc1C (stereo not given)
 : 1	1.6	-2	1.1	-6	1	-19	-13	0	-6
CC1CCC/C(=N/Nc2ccc([N+](=O)[O-])cc2[N+](=O)[O-])C1 (stereo not given)
 : 1	1.4	9	0.5	-3	0.9	79*	46	1	-2
CCCOc1ccc(C(=O)Nn2c(C)nc3ccccc3c2=O)cc1
 : 1.1	1.4	-8	1	-7	1.1	6	2	-9	-16
CC(=O)Nc1c(O)nc(SC/C=C/CSc2nc(O)c(NC(C)=O)c(=O)[nH]2)[nH]c1=O
 : 1	0.2	2	1.1	-5	1	-25	-9	-4	-6
Cc1nnc(C)c2c(C)n(-c3cccc4cccnc34)c(C)c12
 : 1	0.3	1	1.1	-4	1	1	-7	-3	-4
Cc1ccnc(SCC(=O)c2cc3ccccc3o2)n1
 : 1	0.5	-2	1	1	1	-14	2	1	-18
O=C(NCc1cccnc1)C1CCN(c2ccc(S(=O)(=O)N3CCOCC3)cc2Cl)CC1
 : 1.1	-0.5	-4	1	-1	1	-19	-4	-6	-6
O=C(O)Cc1sc(-c2ccccc2)nc1-c1ccccc1
 : 1	-1.7	-3	1	-1	1	-2	2	0	-9
Cc1ccc(C(=O)N(CCCN(C)C)c2nc3ccc(Cl)cc3s2)cc1C
 : 0.9	1.3	2	1	82*	1	-2	3	5	6
NS(=O)(=O)c1ccc(CCNC(=O)CSc2ccccc2)cc1
 : 1.1	-0.8	1	1	-5	1	1	1	-8	9

The listing continues:
Fields – FLuc stim CS	RAM inhibit	TNAP inh hi DEA	bIAP act	L major viab	TNAP act hiacc	APP transl inh	bIAP inh	FLuc inhib CS	TNAP inh noacc
COc1ccc(C(=O)NC(Nc2ccccc2)C(Cl)(Cl)Cl)cc1 (stereo not given)
 : 1.1	2.9	-2	1	99*	1	9	-1	-8	-9
CCOc1ccc(C(=O)NC(=S)NCc2cccnc2)cc1[N+](=O)[O-]
 : 1.1	-0.1	-6	0.9	-7	1.1	-13	14	-8	-4
Cc1nnc(SCc2ccccc2Cl)n1CC1CCCO1 (stereo not given)
 : 1	-0.5	8	0.9	-2	0.9	-8	9	3	1
Cc1c(C#N)c2ccccc2n1CC(=O)N1CCCc2ccccc21
 : 1.1	1.2	-1	1	1	1	9	0	-8	-6
Cc1cccc(OCC(=O)NCc2cc(C)nc3ccccc23)c1
 : 1	0.6	-5	1	3	1	21	2	-1	-10
Cc1cc(C)c2nc3s/c(=C/c4ccc5c(c4)n(C)c(=O)n5C)c(=O)n3c2c1
 : 1	1.5	-3	0.9	-7	1	-14	10	0	-6
O=C1c2[nH]nc(-c3ccccc3O)c2C(c2cccc(O)c2)N1Cc1ccco1 (stereo not given)
 : 1	0.8	0	1.5	6	1	15	-48	-2	-17
Cc1c(N=Cc2c(O)n(C)c(=O)c3ccccc23)c(=O)n(-c2ccccc2)n1C
 : 1	0.7	0	0.9	-1	1	18	8	-1	-10

Screening data (PubChem BioAssay)

The order is random, and some 13% of all compounds hit somewhere here.
